# H9c2 protect = cardioprotection against H2O2-induced cell death, primary screen, uHTS, H9c2 cells, ATPLite luminescence; AID 588492, 2011; H9c2 cardiomyocytes, H2O2 injury protection, 2 h; protection from H2O2 cell death, % at 20 µM; hit rate 0.63% among 360,000;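 active means compounds giving at least 50% protection of heart cells from peroxide-induced death in the single-dose screen, raw or plate-pattern-corrected value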;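 further: 0% = DMSO wells with peroxide and 100% = DMSO wells without peroxide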
# MC4R antagonist = MC4R antagonists of cAMP signaling, primary screen, cell-based, TR-FRET, antagonist arm of biased-ligand search; Melanocortin receptor 4 (Homo sapiens), P32245; MC4R-expressing cells, MTII-stimulated cAMP, LANCE TR-FRET; inhibition, % at 6.5 µM; hit rate 0.48% among 360,000; AID 540295, 2011;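 active means inhibition above its plate's cutoff, the mean of tested wells on that plate plus 3 SD, cut at about 29% in these data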;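 further: 0% = Melanotan II alone and 100% = Melanotan II plus saturating MCL0020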
# Target sequence (P32245 whole entry, looked up): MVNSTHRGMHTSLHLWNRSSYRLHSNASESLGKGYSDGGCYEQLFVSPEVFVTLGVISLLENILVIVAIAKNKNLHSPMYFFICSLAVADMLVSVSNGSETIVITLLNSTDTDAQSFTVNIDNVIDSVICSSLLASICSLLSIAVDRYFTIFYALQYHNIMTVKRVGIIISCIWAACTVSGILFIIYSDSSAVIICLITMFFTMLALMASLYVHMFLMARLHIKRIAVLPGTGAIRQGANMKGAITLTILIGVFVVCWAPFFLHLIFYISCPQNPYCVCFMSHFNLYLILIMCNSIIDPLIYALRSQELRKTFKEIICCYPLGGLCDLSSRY
#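 Material: U2OS-MC4R stable cell line | Reagent: Melanotan II challenge after compound preincubation | Doses: One concentration, 6.5 µM nominal | Incubation: 30-min compound preincubation, 1-h Melanotan II challenge, 1-h detection, room temperature | Signal: TR-FRET cAMP assay | Replicates: One well per compound, no replicates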
# Glyco luc inh = increase of ERlucT glycosylation luciferase signal, primary screen, N-linked glycosylation inhibitor project, D54 ERlucT cells, luminescence, set 2; hit rate 0.23% among 360,000; D54 ERlucT glycosylation luciferase reporter, 24 h; percent of 100 nM tunicamycin response; AID 588692, 2011; reporter increase, % at 12.5 µM;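 active means mean luciferase reporter signal, scaled so untreated is 0 and the glycosylation-blocking control 100, at or above a set limit in every replicate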;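 further: luciferase carries N-glycosylation sites so blocking glycosylation raises the light; 0% = median of neutral control wells and 100% = median of 100 nM tunicamycin wells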
# PDI inh = inhibitors of human PDI, primary screen, biochemical, turbidity, single point, plate reader. hit rate 0.052% among 350,000. PDI insulin aggregation turbidity, A650, 90 min. inhibition, % at 10 µM. Protein disulfide-isomerase (Homo sapiens), P07237. AID 588391, 2011;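 active means mean inhibition across replicates of 30% or more, whatever share of single replicates reach that level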;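 further: absorbance from insulin aggregation driven by PDI reduction with DTT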
# Target sequence (P07237 whole entry, looked up): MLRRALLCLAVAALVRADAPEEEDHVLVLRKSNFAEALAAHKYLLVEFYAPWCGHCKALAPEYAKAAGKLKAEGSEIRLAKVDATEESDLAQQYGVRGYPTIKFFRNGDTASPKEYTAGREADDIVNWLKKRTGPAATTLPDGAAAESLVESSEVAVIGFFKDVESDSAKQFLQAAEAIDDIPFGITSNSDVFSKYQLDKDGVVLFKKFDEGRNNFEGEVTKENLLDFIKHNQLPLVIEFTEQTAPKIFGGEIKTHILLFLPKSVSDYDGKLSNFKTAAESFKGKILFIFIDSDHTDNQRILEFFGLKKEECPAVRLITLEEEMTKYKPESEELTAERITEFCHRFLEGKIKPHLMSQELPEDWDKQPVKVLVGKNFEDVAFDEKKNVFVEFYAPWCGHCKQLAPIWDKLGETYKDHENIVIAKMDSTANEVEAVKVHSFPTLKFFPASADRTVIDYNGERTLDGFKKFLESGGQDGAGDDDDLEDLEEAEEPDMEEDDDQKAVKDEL
# aDG glyco up = activators of alpha-DG glycosylation, primary screen, uHTS, Pro5-aDG cells, AlphaScreen; activation, % at 10 µM; hit rate 0.22% among 360,000; AID 624168, 2012; alpha-DG glycosylation AlphaScreen (IIH6); 0% Pro5, 100% B10-LARGE cell signal;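 active means activation of at least 8% versus controls, or a plate z-score of at least 8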;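 further: Pro5 are CHO cells carrying HIG-tagged alpha-DG that lacks glycosylation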
# MC4R barr agon = MC4R agonists recruiting beta-arrestin, primary screen, cell-based, luminescence, agonist arm of biased-ligand search | Melanocortin receptor 4 (Homo sapiens), P32245 | U2OS MC4R beta-arrestin complementation; percent of melanotan II response, DMSO zero | activation, % at 8.9 µM | hit rate 0.98% among 360,000;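 active means activation above a per-plate cutoff, the mean activation of sample wells on that plate plus 3 SD, cut at about 8% in these data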
# Vif imaging = HIV Vif self-association inhibitors, primary screen, imaging, HEK293T, single point | HEK293T cells, Vif self-association by quenched fluorescence, 24 h | AID 602346, 2012 | hit rate 0.35% among 340,000 | inhibition, % at 7.49 µM; in the data active means inhibition above about 50%, passing the limit was not always enough; further: some results filed as inactive read as strong as hits
# ABCB6 inh MLPCN = ABCB6 transporter inhibitors, primary screen, K562-ABCB6 cells, flow cytometry, MLPCN library; ATP-binding cassette sub-family B member 6 (Homo sapiens), Q9NP58; K562-ABCB6 porphyrin accumulation, 1 h; stronger effect = lower value; fluorescence ratio to DMSO, % at 10 µM; hit rate 0.19% among 360,000; AID 602162, 2011;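 active means fluorescence ratio to DMSO below 75%, the collection mean minus 3 SD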;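 further: signal is porphyrin accumulated inside mitochondria; 100% equals median channel fluorescence of DMSO control wells; lower ratio means ABCB6 inhibition with less porphyrin fluorescence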
# HTR2A ag = mouse Htr2a agonists via beta-arrestin recruitment, primary screen, cell-based, luminescence; activation, % at 7.6 µM; AID 624169, 2012; hit rate 0.66% among 360,000; CHO-K1 mHTR2A beta-arrestin complementation; percent of 30 µM serotonin response;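 active means activation above a run cutoff, the mean activation of all tested compounds plus 3 SD, cut at about 14% in these data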;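 further: 0% = plate median of compound wells and 100% = 30 µM serotonin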
# CaV13 ICDI inh = Disruptors of the CACNA1D IQ motif to Ca2+-dependent inactivation inhibitor domain association, primary screening, Förster resonance energy transfer in intact living …. hit rate 0.098% among 340,000. HEK cells, CFP/YFP FRET ICDI-IQ, plate reader, 10 min; percent FRET-ratio fall versus neutral wells. AID 743397. inhibition, % at 12.3 µM;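 active means mean replicate inhibition of at least 30% and at least 1% of replicates passing that level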;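 further: 0% = median of the neutral control wells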
# * marks the source's active call; other numbers are inactive results; x = no result given.
SMILES,H9c2 protect,MC4R antagonist,Glyco luc inh,PDI inh,aDG glyco up,MC4R barr agon,Vif imaging,ABCB6 inh MLPCN,HTR2A ag,CaV13 ICDI inh
O=C(NC1CCN(C(=S)NCc2ccco2)CC1)C1CCCCC1,-3,-1,-2,-4,-0.1,-1.0,21,102,1,-14
O=C1CNc2cc(Cl)ccc2N1,1,7,3,8,0.2,0.7,1,124,5,-3
CCOc1ccc(-n2ccnc(SCC(=O)NCc3cccc(OC)c3)c2=O)cc1,-2,12,1,-16,0.2,-2.8,-4,99,0,-4
COc1cc(NC(=O)CSc2ncccc2C(=O)OC(C)C)cc(OC)c1,-5,7,-2,1,0.6,5.7,-14,101,0,-9
Cc1ccc(/C=N/Nc2ccc(C(=O)O)cc2)s1,-10,-10,-19,-8,-0.1,-2.3,-2,86,4,-3
CCc1cccc2c(C(=O)CSc3nnc(-c4ccoc4C)n3C)c[nH]c12,3,4,2,5,-0.2,0.0,-1,104,-3,-8
COC(=O)c1cc(=O)n(-c2ccc(F)cc2)c(=Nc2ccc(F)cc2)s1,-11,17,39*,x,-0.4,0.3,-5,99,5,-6
COc1ccc(C(NC(=O)C2CCN(CCCOc3ccccc3)CC2)c2cccs2)cc1 (stereo not drawn),0,7,-1,6,0.0,0.5,x,99,0,-5
Cc1cccc(Nc2c([N+](=O)[O-])c(=O)oc3ccccc23)c1,-5,-1,0,4,-0.1,1.0,-6,99,-10,-4
O=C(CN(Cc1cccs1)C(=O)CCC(=O)Nc1ccccn1)NCc1ccccc1,4,12,4,0,-0.4,-0.5,-5,104,-1,-6
O=S1(=O)N=C(N(CCO)/N=C/C=C/c2ccccc2)c2ccccc21,5,4,1,3,0.3,-0.2,-1,102,-2,-4
C=C(C)CNC(=S)NNC(=O)c1ccco1,1,-4,0,-1,0.0,-1.1,-1,101,2,-6
O=C1CCc2cc(S(=O)(=O)N3CCCC3C(=O)NC3CCCCCCC3)ccc2N1 (stereo not drawn),-8,5,-2,x,-0.2,-1.0,6,99,1,-3
CC1C(=O)N2CCCc3cc(S(=O)(=O)NCc4ccc(F)cc4)cc1c32 (stereo not drawn),-6,4,2,0,0.1,-2.9,-3,100,-1,-7
CCOc1ccc(/C=N/NC(=O)Cc2csc(Nc3cccc(C(F)(F)F)c3)n2)cc1,-18,14,-2,-7,0.5,2.1,-15,109,4,x
CC(C)(C)OC(=O)C1C(=O)CC(C)(O)C(C(=O)OC(C)(C)C)C1c1cccnc1 (stereo not drawn),-4,5,2,14,0.0,1.3,6,99,6,-4
CCCc1c(C)nc2c(OC)cccc2c1SCC(=O)O,4,12,3,1,0.0,-1.3,-1,97,-3,-2
Cc1ccc(NS(=O)(=O)c2ccc(OCC(=O)Nc3cccc([N+](=O)[O-])c3)c(C)c2)cc1,1,0,-1,2,0.8,-2.4,-2,97,-4,-5
COc1ccc(C(=O)NCCNc2nc3c(C)cccc3cc2C#N)cc1,1,7,2,2,0.0,-2.3,-6,101,2,-15
N#C/C(=C(/O)CCCl)c1ccccn1,8,1,-2,0,0.5,-0.8,-11,101,3,-4
CC(C)CCN(C(=O)c1ccccn1)c1c(N)n(Cc2ccccc2)c(=O)[nH]c1=O,6,4,0,-4,0.1,0.9,-2,109,2,-5
COC(=O)Nc1ccc(S(=O)(=O)Nc2cc(C(F)(F)F)c[nH]c2=O)cc1,-2,-3,0,7,-0.1,-1.6,4,102,9,-6
CC(C)c1ccc(/C=C(\NC(=O)c2ccccc2)C(=O)NCCN2CCOCC2)cc1,0,10,-2,2,0.4,-4.7,-6,102,0,-5
CC1Oc2ccccc2C=C1/C=N/NC(=O)c1ccccc1 (stereo not drawn),-14,5,-2,-9,0.1,3.6,-3,97,2,-3
O=C1C=C(c2n[nH]nc2-c2ccccc2)C[C@@H](c2ccc(F)cc2)C1,-6,9,0,9,-0.1,5.8,-7,99,15*,-6

# The list goes on; it opens with the 7 that closed the last part.
SMILES,H9c2 protect,MC4R antagonist,Glyco luc inh,PDI inh,aDG glyco up,MC4R barr agon,Vif imaging,ABCB6 inh MLPCN,HTR2A ag,CaV13 ICDI inh
COc1ccc(C(=O)NCCNc2nc3c(C)cccc3cc2C#N)cc1,1,7,2,2,0.0,-2.3,-6,101,2,-15
N#C/C(=C(/O)CCCl)c1ccccn1,8,1,-2,0,0.5,-0.8,-11,101,3,-4
CC(C)CCN(C(=O)c1ccccn1)c1c(N)n(Cc2ccccc2)c(=O)[nH]c1=O,6,4,0,-4,0.1,0.9,-2,109,2,-5
COC(=O)Nc1ccc(S(=O)(=O)Nc2cc(C(F)(F)F)c[nH]c2=O)cc1,-2,-3,0,7,-0.1,-1.6,4,102,9,-6
CC(C)c1ccc(/C=C(\NC(=O)c2ccccc2)C(=O)NCCN2CCOCC2)cc1,0,10,-2,2,0.4,-4.7,-6,102,0,-5
CC1Oc2ccccc2C=C1/C=N/NC(=O)c1ccccc1 (stereo not drawn),-14,5,-2,-9,0.1,3.6,-3,97,2,-3
O=C1C=C(c2n[nH]nc2-c2ccccc2)C[C@@H](c2ccc(F)cc2)C1,-6,9,0,9,-0.1,5.8,-7,99,15*,-6
Cn1ccc(C(=O)Nc2ccc3c(c2)OCCO3)n1,-7,3,-14,-15,0.2,-0.9,-5,97,6,-6
CC(=O)NC12CC3CC(C1)CC(C(=O)N1CCN(S(=O)(=O)c4ccccc4C#N)CC1)(C3)C2,2,6,1,-2,-0.2,-0.3,2,99,3,-5
COC(=O)C1=C(NC(C)=O)CCS1,11,0,3,-1,-0.2,-0.4,9,99,-2,-5
CSc1ccccc1OCc1cc(C(=O)N2CCCC(C)C2)no1 (stereo not drawn),0,-4,-2,6,0.6,-1.9,-13,97,4,-3
CCn1c(N2CCN(S(=O)(=O)CC)CC2)nc2ccccc21,-3,9,2,5,-0.2,0.0,10,93,0,-7
COc1cccc(-c2nc(NCc3ccccc3)c3ccccc3n2)c1O,-13,0,6,1,-0.1,18*,-9,98,-2,-4
COc1ccc(C(=O)Nc2c(Cl)cc(Cl)cc2C(=O)N2CCC(C)CC2)cc1,25,12,-2,2,0.1,-0.5,-2,92,-3,-4
O=C(COC(=O)CCc1ccccc1)Nc1ccccc1OC(F)F,3,11,1,-4,-0.2,1.4,9,95,1,-6
COc1ccc(OC)c(CN2CCC(C(=O)N3CCOCC3)CC2)c1,1,1,3,4,1.0,0.6,10,100,4,-3
Cc1ccc(/C=C2/CNC/C(=C/c3ccc(C)cc3)C2=O)cc1,-2,2,-1,-2,-0.2,-1.4,120*,95,-3,-6
CCn1c(/C(C#N)=N/O)nc2ccccc21,7,-3,0,13,-0.2,-1.1,10,96,-2,-18
COc1ccc([C@H]2C[C@@H](O)[C@H](n3cc(C4CC4)nn3)CN2CC2CCCCC2)cc1,-9,-4,-1,-19,0.0,1.4,-16,93,0,-3
Cn1cccc1-c1cc(C(=O)O)[nH]n1,0,1,3,-7,-0.2,-0.3,1,88,0,-5
O=S1(=O)C[C@@H](N2CCCC2)[C@H](COCc2ccccc2)N1,2,x,-1,x,0.0,x,x,98,0,-6
COc1cc(C2/C(=C(\O)c3cc(C)ccc3C)C(=O)C(=O)N2CCN(C)C)ccc1O (stereo not drawn),-4,3,3,1,0.3,-1.8,x,115,2,x
CCc1ccccc1NC(=O)Nc1cc(F)ccc1F,-10,3,-3,1,1.1,-1.0,-5,106,1,-4
CC(C)OC(=O)CSc1nc(C(C)C)nc2ccccc12,-1,4,0,7,-0.1,0.3,-3,98,0,-5
COC(=O)c1c(C(=O)OC)c(-c2ccc(F)cc2)n2c1CSC2,-3,12,-1,-2,0.0,0.3,-3,101,-2,-4
CCC1Sc2ccccc2N(CC(=O)NC2CCCCC2)C1=O (stereo not drawn),3,-1,2,9,0.1,1.0,-2,93,3,-2
CC(C)N(C)c1ncnc2c1ncn2[C@H]1CN(Cc2ccc(-c3ccccc3)cc2)C[C@@H](CO)O1,-6,8,-1,5,0.8,3.5,-8,99,6,-5
O=C(/C=C/c1ccccc1Cl)NNC(=O)c1cccs1,8,2,2,4,0.4,1.9,-4,83,-1,-6
O=C(N/N=C/c1cccs1)C(=O)Nc1cccc(Cl)c1,-4,-6,2,11,-0.1,3.5,0,107,-1,-4
COCCN(C(C)=O)c1nnc(-c2cnccn2)s1,-2,-4,2,-6,0.2,0.0,32,86,0,-4
O=C(NN1C(=O)c2ccccc2NC1c1ccco1)c1ccc(Br)cc1 (stereo not drawn),-1,2,2,-1,0.3,-1.9,-5,99,4,4
CCCn1nc([N+](=O)[O-])c(C(C#N)c2nc3ccccc3o2)c(Cl)c1=O (stereo not drawn),-12,1,-3,-7,0.0,-3.1,-1,99,-1,-15
# Additional compounds follow.
SMILES,H9c2 protect,MC4R antagonist,Glyco luc inh,PDI inh,aDG glyco up,MC4R barr agon,Vif imaging,ABCB6 inh MLPCN,HTR2A ag,CaV13 ICDI inh
O=C(COC(=O)CCCSc1nc2ccccc2[nH]1)Nc1ccc(Cl)cc1,4,-2,-1,-4,0.1,-0.9,15,96,-6,-3
C[C@H](NC(=O)[C@@H]1CCCN1C(=O)[C@@H]1CCCN1C(=O)OC(C)(C)C)c1ccccc1,x,x,x,x,0.0,x,x,94,-1,-9
COC(=O)Cn1c2c(c3cc(C)ccc31)CCCC2,-2,6,-1,-3,0.4,-2.6,10,92,2,-4
O=C(O)CCC(=O)N(Cc1ccco1)c1nc(-c2ccccc2)cs1,5,5,4,-1,-0.2,-1.0,0,96,0,-10
CSc1ccccc1C(=O)Nc1ccc2c(c1)OCO2,-4,20,1,-6,0.6,2.7,9,101,8,0
CC(=O)N1CCc2cc(S(=O)(=O)NC(CC(C)C)C(=O)Nc3cc(C)ccn3)ccc21 (stereo not drawn),12,3,3,0,-0.1,-1.3,5,89,-1,x
COC(=O)C1C2CC(C(Br)C2Br)C1C(=O)O (stereo not drawn),-1,1,1,-6,0.2,-1.0,-3,98,-1,-10

# Hits appear at their usual frequency; 3.6% or so of the library scored in one or more.
